Screening results: PubChem BioAssay, National Center for Advancing Translational Sciences (NCATS)
TRHR agonist: agonists of human TRH receptor | activation, % at 2 µM | P34981 | TRHR cells, calcium flux fluo-8, FDSS agonist mode | 0.18% of 360,000 active; in the data active means activation above about 30%; further: 0% is about no effect
Target sequence (P34981 whole entry, looked up): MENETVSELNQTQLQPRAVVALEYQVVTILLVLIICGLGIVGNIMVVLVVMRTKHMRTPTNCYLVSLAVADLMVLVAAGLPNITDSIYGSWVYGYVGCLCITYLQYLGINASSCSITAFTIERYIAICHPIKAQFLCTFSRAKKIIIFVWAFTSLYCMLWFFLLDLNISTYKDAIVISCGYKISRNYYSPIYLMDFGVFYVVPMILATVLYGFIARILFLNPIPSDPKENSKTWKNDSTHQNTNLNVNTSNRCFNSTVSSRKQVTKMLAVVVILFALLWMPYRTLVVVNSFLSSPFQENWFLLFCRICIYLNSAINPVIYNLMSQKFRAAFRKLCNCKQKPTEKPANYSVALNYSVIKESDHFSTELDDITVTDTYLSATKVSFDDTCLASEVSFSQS
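In this calcium-flux screen, cells bearing human TRHR are dye-loaded with fluo-8, baselined for 10 cycles, then exposed to library compounds; positive kinetic calcium responses during the agonist phase mark hits, with TRH as control.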
TrxR1 substrate: is turned over as a substrate by rat TrxR1. O89049. purified TrxR1 substrate turnover, NADPH consumption readout. Potency, µM (titrated, usually from 114 µM), without a hit: at the highest dose activity change, negative = substrate turnover. 0.01% of 390,000 active; further: potency means the concentration at half of the fitted maximal effect; on the % scale 0 is the no-effect control and ±100 the full control effect; nearly all actives have a fitted effect of over 50% in size
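Rat TrxR1, dispensed at 90 nM, was prereduced with 400 uM NADPH (final) for 5 min at ~22 deg C, then incubated with compound 15 min before 400 uM selenite. A first-read NADPH fluorescence drop versus no-compound background flagged substrates.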
mIDH1 inhibitor: inhibitors of human mutant IDH1 R132H; O75874; Potency, µM (series often up to 76.6 µM), without a hit: at the highest dose activity change, negative = inhibition, hits mostly inhibitors; AID 602179; 0.093% of 390,000 active; IDH1-R132H enzyme, NADPH consumption, diaphorase/resazurin fluorescence; further: potency means the concentration at half of the fitted maximal effect; on the % scale 0 is the no-effect control and ±100 the full control effect; nearly all actives have a fitted effect of over 65% in size
Target sequence (O75874 whole entry R132H, stated change not applied): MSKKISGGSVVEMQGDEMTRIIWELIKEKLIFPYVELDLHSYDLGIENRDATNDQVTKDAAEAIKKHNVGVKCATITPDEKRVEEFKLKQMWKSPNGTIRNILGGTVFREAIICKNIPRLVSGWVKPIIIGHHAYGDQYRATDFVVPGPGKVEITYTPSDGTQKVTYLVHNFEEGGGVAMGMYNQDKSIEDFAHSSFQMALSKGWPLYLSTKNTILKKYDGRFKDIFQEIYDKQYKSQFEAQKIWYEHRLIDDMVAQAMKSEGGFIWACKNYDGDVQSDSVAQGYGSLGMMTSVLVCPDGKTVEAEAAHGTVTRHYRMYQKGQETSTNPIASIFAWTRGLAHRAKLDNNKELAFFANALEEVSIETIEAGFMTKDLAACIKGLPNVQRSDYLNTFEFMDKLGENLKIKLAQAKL
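IDH1-R132H (0.5 ug/mL dispensed) in pH 7.5 Tris buffer was preincubated 30 min with compound, then given a substrate mix of 0.016 mM NADPH and 2 mM alpha-KG for 80 min at room temperature; remaining NADPH was read by diaphorase/resazurin fluorescence.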
USP1 inh: blocks the human USP1/UAF1 deubiquitinase complex; O94782; recombinant USP1/UAF1, Ub-Rhodamine cleavage fluorescence; Potency, µM (doses to about 57.1 µM), for inactives: at the top dose activity change, negative = inhibition, actives largely listed as inhibitors; 0.23% of 390,000 active; further: potency means the concentration at half of the fitted maximal effect; on the % scale 0 is the no-effect control and ±100 the full control effect; nearly all actives have a fitted effect of over 60% in size; inactives centre near -12
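In this screen, compounds sit with the deubiquitinase complex (1nM) for 15 min at room temperature before Ub-Rho is added at 150nM final. Fluorescence rise is then followed for 6 reads every 60 seconds.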
Pin1 inh: blocks the human prolyl isomerase Pin1. Pin1 FP peptide displacement, HiFluor488, 10 min. Potency, µM (doses to about 115 µM), without a hit: at the highest dose activity, negative = inhibition, usual class: inhibitors. 0.009% of 390,000 active. AID 504891; active means well fitted inhibition curve with a large enough effect in the polarisation, with a control signal flat, not every such curve was filed as active; inconclusive means small, poorly fitted or top-dose-only effect, or effect the other way, or a change in a side signal; inactive means no such curve, though single readings can be large or run the other way; the % refers to the polarisation; further: potency means the concentration at half of the fitted maximal effect; on the % scale 0 is the no-effect control and ±100 the full control effect
Target sequence (Q13526 whole entry, looked up): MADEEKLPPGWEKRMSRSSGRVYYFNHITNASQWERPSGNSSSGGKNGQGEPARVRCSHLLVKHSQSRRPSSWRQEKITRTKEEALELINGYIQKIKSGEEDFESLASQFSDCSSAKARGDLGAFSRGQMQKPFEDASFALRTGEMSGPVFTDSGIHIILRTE
TrxR1 inh: blocks rat thioredoxin reductase 1. O89049. recombinant rTrxR1, NADPH fluorescence consumption, selenite substrate. Potency, µM (highest dose often 114 µM), without a hit: at the highest dose activity change, negative = inhibition, most hits filed as inhibitors. 1% of 390,000 active. AID 588453; further: potency means the concentration at half of the fitted maximal effect; on the % scale 0 is the no-effect control and ±100 the full control effect; nearly all actives have a fitted effect of over 65% in size
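Rat TrxR1 (90 nM in the dispensed reagent) was pre-reduced with 400 uM NADPH for 5 min at room temperature, then incubated with compound for 15 min. After 400 uM selenite was added, NADPH fluorescence (Ex 340/Em 450 nm) was followed for 8 min.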
D2 agonist: agonists of human D2 dopamine receptor. HEK293 T-REx D2 cells, calcium flux agonist mode. activation, % at 2 µM. 0.53% of 340,000 active. AID 485358;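 active means activation over 3 SD above normal in the single-dose calcium agonist read, cut at about 30% in these data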; further: 0% is about no effect
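In this primary screen, compounds producing a positive calcium signal within 180 s of addition to tetracycline-induced, force-coupled HEK293 Trex D2 cells are flagged; cells are dye-loaded with a no-wash calcium kit beforehand.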
TRHR enhancer: allosterically enhances the human TRH receptor; TRHR cells, fluo-8 calcium fluorescence, EC20 TRH enhancement; enhancement, % at 2 µM; 0.66% of 360,000 active; P34981; in the data active means enhancement above about 30%; further: 0% is about no effect
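TRHR-expressing cells loaded with fluo-8 calcium dye were read kinetically (ex 480/em 530) during compound addition, then stimulated with an EC20 of TRH (10 nM final). Enhancement of the Gq-mediated intracellular calcium response was scored.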
D2 antagonist: D2 dopamine receptor (human) antagonism. HEK293 TREx D2 cells, calcium flux, dopamine EC80. inhibition, % at 10 µM. 2% of 340,000 active; in the data active means inhibition above about 30%; further: 0% is about no effect
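Calcium flux kinetic readout in an inducible HEK293 TREx D2 line plated overnight at 30 C. After 180 s compound exposure, an EC80 dopamine challenge follows with another 180 s kinetic read to detect antagonism.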
* hit, by the source's call; ? = inconclusive; . = no result given; [ ] = remark or other dose. Unless noted, the call rests on the fitted dose curve; in most records, active means well fitted inhibition curve with a large enough effect; inconclusive means small, poorly fitted or top-dose-only effect; inactive means no such curve, though single readings can be large or run the other way.

The line under a structure holds: TRHR agonist	TrxR1 substrate	mIDH1 inhibitor	USP1 inh	Pin1 inh	TrxR1 inh	D2 agonist	TRHR enhancer	D2 antagonist
> COC(=O)c1c(C)[nH]c(C(=O)CN(C)CC(=O)Nc2cccc(F)c2)c1C
→ 2.5	1%	6%	-18%	5%	4%	-0.7	21	7
> COc1ccc(Cl)cc1C(=O)Nc1ccncc1
→ 0.2	-9%	5%	-5%	1%	15%[57.1 µM]	0.0	-1	9
> CC(CNC(=O)c1nnc(Cc2cccc(F)c2)o1)c1ccccc1 (stereo not drawn)
→ 2.7	4%[11.4 µM]	1%	-2%	-7%	21%[11.4 µM]	0.8	1	.
> COCCCn1c(SCC(=O)NCc2ccccc2)nc2ccccc2c1=O
→ -1.3	4%	-2%	-6%	2%	2%	0.5	2	-6
> Cc1ccccc1CN1CCN(S(=O)(=O)c2ccc(F)cc2)CC1
→ -0.2	5%[57.1 µM]	-1%	-4%	-8%	11%[57.1 µM]	0.7	-3	-18
> CCOc1ccccc1NC(=O)c1sc(-n2nc(C)c(CCC(C)C)c2C)nc1C
→ -0.4	-10%	0%	4%	-2%	-17%	4.2	2	.
> NC(CCC(=O)O)C12CC3CC(CC(C3)C1)C2 (stereo not drawn)
→ 0.0	0%	-9%	3%	1%	2%	0.3	3	-2
> CCn1c(SCC(=O)N/N=C/C=C/c2ccco2)nnc1-c1ccccc1
→ -1.6	-7%	5%	4%	?	35µM*	-1.1	-2	-8
> CSCC[C@H](NC(=O)Nc1cccc(C(F)(F)F)c1)C(=O)O
→ 2.5	-5%	9%	-22%	-9%	-2%	-1.9	-7	9
> Nc1cc(=O)[nH]c(SCc2ccccc2Cl)n1
→ 0.4	9%	-1%	-14%	2%	31%	0.4	17	15
> CC1(C)Cc2c(sc(NC(=O)C(=O)N3CCCC3)c2C#N)CO1
→ 1.3	-5%	-7%	-19%	-3%	9%	0.5	7	14
> COc1ccc(C2C(C#N)=C(N)Oc3c2c(C)nn3-c2ccccc2)cc1Cn1nc(C)c([N+](=O)[O-])c1C (stereo not drawn)
→ -0.1	-7%	1%	-6%	-2%	0%[57.1 µM]	0.2	10	-12
> CCS(=O)(=O)Nc1cccc(C(=O)O)c1
→ 0.1	2%	-10%	-6%	-5%	17%	-0.3	7	4
> O=C(/C=C/c1ccco1)NCCc1ccccc1
→ -0.2	-4%	-3%	-5%	1%	?	-0.3	-1	32*
> COc1ccc(Cl)cc1NS(=O)(=O)c1c(C)nc2sccn2c1=O
→ 2.0	10%	12%	-15%	2%	24%	0.5	1	-10
> Cc1ccc(NC(=O)Cn2c3ccc(F)cc3c3nc4n(c(=O)c32)CCS4)cc1F
→ -0.2	42%	1%	-18%	11%	24%[57.1 µM]	1.5	-10	-3
> CCCN1CCCc2cc(CN(CCCN3CCOCC3)C(=O)Nc3ccc(CC)cc3)ccc21
→ -0.6	-4%[57.1 µM]	-11%	?	10%	15%[57.1 µM]	-0.2	5	.
> COc1ccc(C2N=C(N)Nc3nc4ccccc4n32)c(OC)c1OC (stereo not drawn)
→ -0.2	8%	-5%	-15%	2%	20%	.	4	.
> CC1CCN(CC(=O)NC2CCCCC2)CC1
→ 0.0	4%[57.1 µM]	2%	-18%	9%	0%[57.1 µM]	34*	5	16
> COc1cc(C(=O)OCCN2CCCCC2)ccc1O
→ 0.0	-6%	10%	-1%	-7%	3%	-0.5	-4	9
> CN(C(=O)CSc1ncnc2sccc12)C1CCCCC1
→ 0.0	-5%	0%	-20%	1%	-7%	0.0	-1	12
> O=C(CN1C(=O)c2ccc([N+](=O)[O-])cc2C1=O)Nc1nccs1
→ -0.6	1%[57.1 µM]	6%	-18%	-6%	7%[57.1 µM]	.	-3	.
> COC(=O)Cc1ccc(NC(=S)NCCSc2ccc(C)cc2)cc1
→ -2.0	-9%	8%	-7%	-3%	-14%	-1.2	2	28
> CCOC(=O)c1ccc(N2NC(=O)/C(=C/c3ccc(OC(=O)c4ccco4)c(OC)c3)C2=O)cc1
→ 1.2	.	.	.	.	.	0.3	-5	7
> Cc1ccc(C2=CC(c3ccccc3F)n3c(nc4ccccc43)N2)cc1C (stereo not drawn)
→ 3.1	-6%[57.1 µM]	-7%	-16%	12%	-3%[57.1 µM]	0.6	5	.
> Cc1ccc(NC(=O)NC2(C(=O)NCc3ccco3)CCCCC2)cc1
→ -1.8	4%	0%	-13%	6%	23%	0.2	-3	7
> Cc1ccc(-n2c(=O)c3c4c(sc3n(Cc3cccc(Cl)c3)c2=O)CCC4)cc1C
→ 0.1	10%[2.29 µM]	-9%	-9%	-6%	8%	0.7	-3	.
> O=C(Nc1ccc(OC(=O)c2cccnc2)cc1)c1cccnc1
→ 0.0	-1%	7%	-2%	-2%	14%	0.3	2	2
> N#Cc1ccc(C(=O)N2CCN(S(=O)(=O)c3ccc(Cl)s3)CC2)cc1
→ 0.8	2%	-1%	-11%	0%	31%	0.1	-8	16
> COc1cc(C)c(Cl)cc1S(=O)(=O)NCCN1CCOCC1
→ 0.7	-3%	1%	2%	-2%	17%	0.9	2	-6
> CN1C(=O)NC(c2ccc(O)cc2)C(C(=O)c2cccs2)C1(O)C(F)(F)F (stereo not drawn)
→ -0.5	10%	5%	-5%	2%	?	-0.9	-8	14
> CCOc1ncccc1C(=O)Nc1nnc(C)s1
→ 0.3	-7%	-2%	-27%	0%	-2%	-0.9	1	-1
> CCCCN(C(=O)c1ccncc1)c1c(N)n(CCC)c(=O)[nH]c1=O
→ .	2%	6%	0%	28%	29%[57.1 µM]	.	.	.
> Cc1ccc(-n2[nH]c(C)c(C=Nc3ccc4[nH]c(=O)[nH]c4c3)c2=O)cc1
→ 0.3	-11%	6%	25%	?	-10%	-1.2	-4	2
> O=C1/C(=C/c2cccc(Cl)c2)SC(=S)N1CCC(=O)N1CCCCC1CCO (stereo not drawn)
→ 0.0	28%	-5%	-8%	6%	10%	1.0	-8	17
> CC12CCC(C(=O)N(c3ccccc3Cl)C1=O)C2(C)C (stereo not drawn)
→ 0.2	8%	0%	-12%	-5%	2%	1.3	34*	-9
> Cc1cc(C)n(CC(=O)N/N=C/c2ccc3c(c2)OCO3)n1
→ -0.1	4%[57.1 µM]	1%	-16%	-4%	4%[57.1 µM]	-1.6	0	-2
> CCOC(=O)c1[nH]c(C(=O)O)c(CCC(=O)OC)c1C
→ 1.1	1%[57.1 µM]	-4%	0%	7%	0%[57.1 µM]	0.2	-5	13
> CCOC(=O)c1ccc(NC(=O)NCCN2CCCCC2)cc1
→ -2.1	4%[57.1 µM]	0%	-17%	-2%	1%[57.1 µM]	-1.5	4	2
> Cc1ccc(NC(=O)Cn2cnc3c(nnn3Cc3ccc(F)cc3)c2=O)cc1
→ -0.6	0%	-16%	1%	25%	10%	-0.3	-1	-27
> Cc1cc(Nc2cccc(Cl)c2)nc2ccc(NC(=O)Cc3c(F)cccc3Cl)cc12
→ 0.4	29%	-1%	-12%	33%[activator]	7%	0.3	-5	.
> CC(C)c1ccc(NC(=O)c2snc3ccc(Cl)cc23)cc1
→ -1.6	-2%	6%	-9%	9%	3%	0.4	2	-31
> COc1ccc(-c2cc(C)no2)cc1S(=O)(=O)N1CCN(c2ccc([N+](=O)[O-])cc2)CC1
→ 0.9	4%	1%	-23%	10%	19%	0.0	0	-14
> O=C(Nc1nnc(C2CCCCC2)s1)C1CC(=O)N(c2ccccc2)C1 (stereo not drawn)
→ 2.2	6%[57.1 µM]	8%	-18%	-2%	10%[57.1 µM]	0.9	-1	11
> Cc1cc(C)n(CCN(C)C(=O)C2CCC(=O)N(CCN3CCOCC3)C2)n1 (stereo not drawn)
→ 0.4	0%	3%	-17%	-7%	5%	-0.2	0	4
> O=C(O)Cn1nnnc1SCC(=O)Nc1ccccc1F
→ 0.9	3%	1%	-10%	-1%	7%[57.1 µM]	0.7	-4	11
> N#Cc1c(N)nc2c(c1-c1cccnc1)CCCCC2
→ 0.3	13%	0%	-12%	-3%	8%	0.7	2	-2
> CS/C(=C\[N+](=O)[O-])Nc1ccc(C)cc1
→ -0.6	-1%[57.1 µM]	-4%	-10%	-8%	?	-0.4	-1	13
> CC(C)Sc1nc2c(c(=O)n1C)SC(C)C2 (stereo not drawn)
→ -1.4	-2%[57.1 µM]	-6%	-10%	3%	11%[57.1 µM]	-0.2	-9	-5
> O=C(O)CCCN1C(=O)/C(=C/c2cn(-c3ccccc3)nc2-c2cccs2)SC1=S
→ 1.3	6%[57.1 µM]	-8%	?	?	1%[57.1 µM]	4.2	-6	19
> Cc1noc(/C=C/N(C)C)c1S(=O)(=O)N1CCCC(C(=O)NCc2cccs2)C1 (stereo not drawn)
→ -0.4	-2%[57.1 µM]	-1%	-2%	18%	-7%[57.1 µM]	0.6	18	-10
> COCCn1c(=NC(=O)CSCC(=O)N2CCOCC2)sc2ccccc21
→ 0.0	-3%	1%	-12%	0%	4%	-1.4	1	-13
> C/C(Cl)=C/CSc1nnc2n(N)c(=O)c3ccccc3n12
→ -1.0	0%	4%	-6%	-4%	-1%	-0.6	0	6
> COc1cccc(Nc2c3c(nc4nncn24)CCC3)c1
→ -1.1	-2%	-2%	-22%	3%	-4%	0.6	2	.
> NC(=O)C1CCN(c2nc(-c3cccc(Cl)c3)cs2)CC1
→ -0.2	-5%	.	.	-3%	20%	.	3	.
> CCNc1nc(SCCOc2ccc(Br)cc2)nc(N(C)C)n1
→ 0.3	-11%	-8%	-17%	-2%	13%	0.6	10	3
> CC(=O)Oc1ccc2c3c(c(=O)oc2c1C)CCCC3
→ -0.6	10%[57.1 µM]	3%	-11%	-11%	11%[57.1 µM]	0.8	-2	0

One compound at a time, from the list above. Screens in order: TRHR agonist	TrxR1 substrate	mIDH1 inhibitor	USP1 inh	Pin1 inh	TrxR1 inh	D2 agonist	TRHR enhancer	D2 antagonist
N#Cc1c(N)nc2c(c1-c1cccnc1)CCCCC2 is listed with 0.3	13%	0%	-12%	-3%	8%	0.7	2	-2
Cc1ccc(NC(=O)Cn2cnc3c(nnn3Cc3ccc(F)cc3)c2=O)cc1 is listed with -0.6	0%	-16%	1%	25%	10%	-0.3	-1	-27

Not all compounds are listed (hit frequency here may not be typical).
